PriA SSB inh: K. pneumoniae PriA-SSBct interaction inhibition; 0.6% of 430,000 active; inhibition, % at 33 µM; AlphaScreen SSBct-PriA binding, biotinylated peptide; in the data active means inhibition mostly above about 37%, no sharp cut-off; inactive means mostly below about 20%;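 further: plate controls were negative control peptide for no effect and reference peptide for full effect; strong numbers were not always called active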
PfHsp40 yeast: rescue of PfHsp40-mediated yeast toxicity. 0.68% of 340,000 active. AID 504582. growth rescue, % at 12.5 µM. S. cerevisiae expressing PfHsp40, growth rescue, ATP luminescence; in the data active means growth rescue above about 28%, passing the limit was not always enough; inconclusive means no clear call, values can overlap the other calls;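 further: yeast W303a lacking pdr1 and pdr3 grown in galactose medium; growth measured after three days at 30 °C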
TcdB inh: inhibitors of Clostridioides difficile toxin B glycohydrolase; inhibition, % at 9.99 µM; P18177; TcdB glycohydrolase enzymatic assay, plate reader; 0.24% of 350,000 active; in the data active means inhibition above about 10%
3CLpro inhibitor: SARS-CoV 3CLpro protease inhibition; P0C6X7; recombinant SARS-CoV 3CLpro, quenched FRET peptide cleavage; inhibition, % at 6 µM; 0.14% of 290,000 active; AID 1706; in the data active means inhibition above about 12%
Vc quorum ag: induces V. cholerae light production without autoinducers; AID 588436; V. cholerae BH1578 lux reporter, luminescence, 6 h; 0.16% of 350,000 active; activation, % at 18.7 µM; in the data active means activation mostly above about 9.7%, no sharp cut-off; inconclusive means no clear call, values can overlap the other calls; inactive means mostly below about 3.7%; further: not every result past the cut was called active; inactives centre near 0; reference of the scale not given here
Yp Topo-I inh: Y. pestis Topo-I inhibition via cleavage products; activity, % at 10 µM; 0.064% of 360,000 active; Y. pestis Topo-I cleavage product accumulation, plate reader; in the data active means activity above about 50%, passing the limit was not always enough; inconclusive means no clear call, values can overlap the other calls; further: inactives centre near 2
VHR inh abs: blocks human VHR1 dual specificity phosphatase. AID 1654. recombinant VHR phosphatase, pNPP absorbance. P51452. inhibition, % at 13.3 µM. 0.52% of 290,000 active; in the data active means inhibition above about 50%; further: some compounds called inactive have numbers as strong as hits
Target sequence (P51452 whole entry, looked up): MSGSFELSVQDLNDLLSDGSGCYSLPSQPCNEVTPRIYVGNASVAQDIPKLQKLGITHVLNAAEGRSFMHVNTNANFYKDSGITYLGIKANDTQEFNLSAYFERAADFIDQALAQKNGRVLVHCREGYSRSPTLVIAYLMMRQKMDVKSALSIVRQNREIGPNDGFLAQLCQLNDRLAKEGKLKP
MazF activator: MazEF (E. coli) toxin RNase activation | P0AE70 | FAM/BHQ RNA-DNA oligo cleavage fluorescence, 5 h | activation, % at 20 µM | 0.32% of 350,000 active | AID 504720; in the data active means activation above about 50%
Target sequence (P0AE70 whole entry, looked up): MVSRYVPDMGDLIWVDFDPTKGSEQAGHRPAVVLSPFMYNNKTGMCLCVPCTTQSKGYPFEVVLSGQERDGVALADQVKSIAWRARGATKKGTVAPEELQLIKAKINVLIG
Anthrax LF inh2: anthrax lethal factor protease inhibition. 0.12% of 360,000 active. P15917. multiplex microsphere protease cleavage assay, LF. inhibition, % at 10 µM; in the data active means inhibition above about 30%; inconclusive means no clear call, values can overlap the other calls; further: plate controls were buffer without enzyme for full effect and enzyme alone for no effect
Rv3671c protease: inhibitors of M. tuberculosis serine protease Rv3671c; P9WHR9; inhibition, % at 5.96 µM; 0.048% of 320,000 active; in the data active means inhibition above about 38%;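 further: extracellular domain of Rv3671c used as enzyme; 0% = enzyme with DMSO and 100% = no enzyme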
Target sequence (P9WHR9 whole entry, looked up, the tested form may be a part): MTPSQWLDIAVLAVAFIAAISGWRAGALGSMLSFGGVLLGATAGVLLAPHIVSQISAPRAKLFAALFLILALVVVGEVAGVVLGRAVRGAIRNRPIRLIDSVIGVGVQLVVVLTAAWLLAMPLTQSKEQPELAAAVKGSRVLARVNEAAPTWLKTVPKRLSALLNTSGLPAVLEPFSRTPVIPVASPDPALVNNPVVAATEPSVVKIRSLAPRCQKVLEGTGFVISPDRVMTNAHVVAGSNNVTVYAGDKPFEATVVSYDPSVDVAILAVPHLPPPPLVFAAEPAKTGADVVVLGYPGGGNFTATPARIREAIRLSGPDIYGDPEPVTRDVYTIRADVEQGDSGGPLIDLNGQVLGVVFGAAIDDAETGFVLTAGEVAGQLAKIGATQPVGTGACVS
* hit, by the source's call; i = inactive; ? = inconclusive; . = not tested or not shown; & = joins results of further samples. The list is partial; rates above refer to the full screens.

Every second line gives: PriA SSB inh	PfHsp40 yeast	TcdB inh	3CLpro inhibitor	Vc quorum ag	Yp Topo-I inh	VHR inh abs	MazF activator	Anthrax LF inh2	Rv3671c protease
> CC(C)c1ccc(/C=C2\SC(=S)N(CC(=O)NCCCN3CCOCC3)C2=O)cc1
  1	-0.5	-0.4	0	-0.6	4	7	-15	-12	-15
> O=C(c1cccc(C(=O)N2CCN(c3ccccc3F)CC2)c1)N1CCN(c2ccccc2F)CC1
  -4	0.1	.	-3	-1.3	-4	11	-10	0	1
> CCN(CC)CCNCC1C(=O)O[C@@H]2C[C@@]3(C)CCC[C@H](C)C3=C[C@H]12 (some centres undefined)
  9	2.9	0.5	1	-1.1	-2	-18	10	-3	-1
> O=C1NC(=O)N(CCNc2ncc(C(F)(F)F)cc2Cl)C(=O)C1Cc1ccc(Cl)cc1 (centres undefined)
  -20	-0.3	.	2	-0.3	-5	17	-18	1	-18
> Cc1oc(CC(C)C)c(CN)c1C(=O)O
  2	-1.6	0.5	1	12	-3	20	1	-1	-2
> COc1ccc(CC(N)c2csc(NC(=O)Nc3cccc(C(F)(F)F)c3)n2)cc1 (centres undefined)
  .	.	-0.1	.	0.9	-18	.	.	-13	.
> COc1ccc(CCNC(=O)CC2Nc3ccccc3NC2=O)cc1OC (centres undefined)
  3&-5	-1.5	.	-1	7.1	-11	5	-6	-3	-3
> COc1ccc(C(=O)N[C@H](C(=O)Nc2ccc(OC)nc2)C(C)C)cc1
  -5	-0.5	.	5	-1.2	3	39	7	-6	7
> S=C(NCCc1ccccc1)N1CCN(C2CCCCC2)CC1
  0	-0.4	0.8	3	i	1	34	4	-2	-2
> CCCn1c2ccccc2c2cnn(CC(=O)O)c(=O)c21
  -3	-1.1	1.1	0	1.3	2	3	2	-7	10
> CC(Sc1nnc(-c2ccccc2Br)n1-c1cccc(C(F)(F)F)c1)C(N)=O (centres undefined)
  -12	-0.9	.	1	-2.1	1	9	1	0	-2
> COC(=O)[C@H](C)NC(=O)N1CCC(Cc2ccccc2)CC1
  -4	1.5	0.9	-3	i	-5	20	8	1	-6
> CCOc1ccc(NC(=O)CCN2C(=S)NC(C)(C)CC2C)cc1 (centres undefined)
  -5	2.6	-2.5	4	-0.4	-3	1	-23	-1	3
> Cc1cc(Nc2ccc(F)c(Cl)c2)n2ncnc2n1
  -8	-2.3	0.1	3	-0.9	12	19	1	-3	3
> O=C1CCC(c2ccc3ccccc3c2)O1 (centres undefined)
  -3	-1.3	1.5	.	-4.3	8	.	1	-5	.
> CC(C)(C)OC(=O)n1cc(CCO)c2ccccc21
  0	0.0	2.0	.	-1.4	9	.	5	1	-5
> COC(=O)c1ccc(C2NC(=O)c3ccccc3O2)cc1 (centres undefined)
  -2	-0.6	-0.2	-4	0.8	5	20	1	-1	-2
> COc1ccccc1NC(=O)c1ccc2c(c1)CCN2S(C)(=O)=O
  -10	-0.1	0.6	3	-0.4	4	6	5	12	-1
> COc1cc(C(=O)N2CCN(c3ccccc3)CC2)c([N+](=O)[O-])cc1OC
  -8	-0.8	1.8	-1	-0.3	6	14	6	4	0
> Cc1cc(F)ccc1S(=O)(=O)N1CCCOC1CNC(=O)C(=O)NCCCN1CCOCC1 (centres undefined)
  -5	-1.0	0.9	0	i	-6	34	3	-6	4
> CC(C)(C)OC(=O)N/N=C/c1cccn1-c1ccc([N+](=O)[O-])cc1
  i	?	1.8	4	-0.5	-4	4	8	1	2
> O=C(COc1ccc(Cl)cc1)NCCCNC(=O)c1cccnc1
  -1	-1.3	-1.6	-10	-0.3	3	49	2	3	-4
> Nc1nc(Cl)nc2c1ncn2[C@@H]1O[C@H](CO)[C@@H](O)[C@H]1O
  -5	0.8	0.8	0	6.2	-3	-18	1	-1	-1
> Cc1cc(C(=O)OCC(=O)c2cccs2)c2ccccc2n1
  1&-15	-1.3	0.5	-3	-0.8	11	15	7	0	-9
> COc1ccccc1C(=O)Nc1nc2cc3c(cc2s1)OCCO3
  6	5.3	.	1	1.0	19	7	6	-4	-2
> O=C(c1cccnc1)c1cc2ccccc2[nH]1
  -2	-0.2	.	0	-0.2	2	1	6	-1	8
> CCCCC(=O)NC(=S)NNC(=O)CC
  -21	-1.5	.	1	-0.2	3	18	7	-5	1
> Cc1ncoc1C(=O)NCCC(c1ccccc1)c1ccccc1
  -2	-1.3	0.9	2	i	0	2	-4	0	-11
> CCN(CCNC(=O)CN1CCN(Cc2ccc(Cl)cc2)C1=O)c1ccccc1
  -7	0.1	.	2	7.1	13	5	-1	7	6
> CCCCc1nc2cc(C(=O)N3CCN(c4cnccn4)CC3)ccc2o1
  -6	-1.0	1.3	-1	-0.3	12	11	-5	0	0
> COc1ccc(-c2nnc(SCCc3ccccc3)n2N)cc1
  -20	-0.5	.	-3	0.9	-5	-8	1	-3	0
> Nc1nnc(Sc2ncccc2[N+](=O)[O-])s1
  -1	1.3	-0.2	4	-0.3	2	23	1	2	-10
> COc1ccc(C)cc1S(=O)(=O)N(C)CC(=O)NC1CCCCC1
  -5	-1.1	.	1	i	-6	10	-1	-2	7
> COc1ccc2nc(NC(=O)C3CCCN(S(=O)(=O)c4c(C)noc4C)C3)sc2c1 (centres undefined)
  7	0.8	2.0	2	i	9	7	7	-6	-59
> COc1ccccc1NS(=O)(=O)c1cc(C(=O)N2CCN(C/C=C/c3ccccc3)CC2)ccc1C
  15	0.0	0.1	-6	-0.2	37	5	3	-2	-10
> CCn1cc([N+](=O)[O-])c(C(=O)Nc2cc(C)on2)n1
  -15	-1.5	.	-4	-0.5	-8	11	-5	-2	4
> COc1cc(/C=N/N=C(/N)c2nonc2N)cc(Br)c1OCc1cccc(C)c1
  .	0.1	.	1	-0.2	6	-2	1	0	-20
> CC1(C)CN(c2ccccc2)C(=O)[C@H]1CC(=O)Nc1ccccc1
  .	.	-0.7	.	-0.3	1	.	4	-1	.
> COc1ccc(S(=O)(=O)NCc2ccco2)cc1N(C)S(=O)(=O)c1ccccc1
  -7&9	0.3	1.8	-5	1.6	-4	14	0	-6	6
> NC(=O)c1ccccc1OCC(=O)O
  4&-7&11	-1.3	.	-2	-8.3	8	33	3	0	7
> CC(C)c1ccccc1NC(=O)COC(=O)COc1ccccc1[N+](=O)[O-]
  1	1.4	0.6	2	1.5	5	14	6	2	0
> O=C(NNC(=O)C1CCN(Cc2cccc(F)c2)CC1)c1cccs1
  -8	0.4	-2.0	0	-0.6	-7	31	6	2	0
> Cc1cc(NC(=O)CCSc2ccc(Cl)cc2)no1
  -1	0.2	-0.1	1	-0.2	2	61	-2	0	-11
> CCCCNC(=O)Nc1ccccc1C(=O)NCc1ccco1
  4	-2.3	.	4	3.3	5	24	2	1	2
> Cc1cccc(/C(N)=N/OC(=O)Cc2cccs2)c1
  .	0.3	.	3	i	6	6	-5	-2	2

3 structures out of the list, ordered by length of the SMILES, low to high:
Every second line gives: PriA SSB inh	PfHsp40 yeast	TcdB inh	3CLpro inhibitor	Vc quorum ag	Yp Topo-I inh	VHR inh abs	MazF activator	Anthrax LF inh2	Rv3671c protease
> NC(=O)c1ccccc1OCC(=O)O
  4&-7&11	-1.3	.	-2	-8.3	8	33	3	0	7
> CCCCNC(=O)Nc1ccccc1C(=O)NCc1ccco1
  4	-2.3	.	4	3.3	5	24	2	1	2
> CC(C)c1ccccc1NC(=O)COC(=O)COc1ccccc1[N+](=O)[O-]
  1	1.4	0.6	2	1.5	5	14	6	2	0

(cont.)
Every second line gives: PriA SSB inh	PfHsp40 yeast	TcdB inh	3CLpro inhibitor	Vc quorum ag	Yp Topo-I inh	VHR inh abs	MazF activator	Anthrax LF inh2	Rv3671c protease
> Cc1ccc(S(=O)(=O)N(C)c2ccc(OCC(=O)Nc3nc4ccccc4s3)cc2)cc1
  -2	-1.1	-0.2	0	-0.9	-6	0	-13	0	-100
> CCOC(=O)c1cc2sc(C)cc2n1CC(=O)N1CCN(C(=O)c2ccco2)CC1
  -4	-0.8	.	-1	i	1	-8	-10	-3	7
> COc1ccc(Cl)cc1N(C(=O)Nc1cccc(Cl)c1)C1=NCC(C)S1 (centres undefined)
  -17	0.2	.	-2	-0.2	-3	-11	-2	-1	0
> CC(NC(=O)c1ccccc1F)c1nnc(SCC(=O)NC2=NCCS2)n1C (centres undefined)
  6	0.5	-1.0	-7	0.0	-4	3	10	0	2
> O=[N+]([O-])c1ccc(NN=C(c2ccccc2)c2ccccc2)nc1
  -3	55*	0.7	.	1.0	6	.	-12	-1	.
> COC(=O)C1=C(C)N(Cc2ccccc2)C(=NCCCOC(C)C)N[C@H]1c1ccccc1
  -15	-1.3	0.3	.	i	10	.	11	-4	-1
> Cc1ccsc1C(=O)N1CCN(S(=O)(=O)c2cccc(F)c2)CC1
  1	-0.6	1.5	.	-14	-3	.	11	2	4
> S=c1[nH]nc(-c2n[nH]c3c2CCC3)n1/N=C/C=C/c1ccco1
  .	.	5.7	4	-0.5	6	-1	16	12	-6
> COCCOC(=O)C1=C(C)NC2=C(C(=O)CCC2)C1c1cc2c(cc1Br)OCO2 (centres undefined)
  -7	-0.5	.	-1	-3.6	-9	4	7	7	-8
> O=C(NCc1ccccc1)c1cc(-c2ccncc2)nc2ccccc12
  -13	-1.5	0.3	-4	i	7	53*	-13	4	-3
> Cc1ccccc1NC(=O)CN1CCc2ccccc2C1
  -15	2.9	0.1	2	1.3	9	6	0	0	-3
> CCOc1ccc(NC(=O)Cn2cc(C(C)=O)c3ccccc32)cc1
  0	0.4	1.4	-6	i	14	6	-6	-15	7
> CC(=O)N1c2ccc(S(=O)(=O)N3CCC(C(=O)N4CCN(c5cccc(C(F)(F)F)c5)CC4)CC3)cc2CC1C (centres undefined)
  -3	2.1	1.3	8	i	17	-1	-3	-1	-8
> COc1ccc(CNC(=O)C(C)N=C2NS(=O)(=O)c3ccccc32)cc1OC (centres undefined)
  -5	1.0	.	2	-0.4	4	-6	3	-5	10
> Cc1ccc(-c2csc3nc[nH]c(=S)c23)cc1
  12&-2	8.6	.	2	-0.2	-1	10	4	-1	14
> O=C(Nc1cccnc1)c1ccccc1O
  -7	-0.2	.	4	i	-4	6	1	-1	0
> CN(C)S(=O)(=O)c1cccc(C(=O)NCC2CCCO2)c1 (centres undefined)
  8	0.0	.	0	i	-2	-16	4	-1	-2
> O=C1NC2(CCCCC2)C(=O)N1CC(=O)N1CCc2ccccc21
  -1	-0.5	1.8	.	i	2	.	6	6	2
> CCOC(=O)[C@H]1[C@H]2COc3ccc(C)cc3[C@@H]2N2C(=O)CN(Cc3ccc(F)cc3)C(=O)[C@@]12C
  1	-0.2	2.2	.	i	-1	.	3	-4	-11
> CN(CC(=O)N1CCN(c2ccccc2F)CC1)S(=O)(=O)c1cnc[nH]1
  -24	0.1	.	-1	1.1	-6	6	10	-8	4
> COc1cc2c(cc1OC)C(C(=O)NCc1cccnc1)C(c1cccnc1)N(C)C2=O (centres undefined)
  -15	0.5	.	-4	-0.4	1	-5	-4	-2	13
> O=C(/C=C/c1ccccc1)CC(=O)c1ccccc1O
  2	8.5	0.2	-2	-0.3	-15	17	55*	-6	2
> CCN(CC(=O)Nc1ccc(OC)cc1)C(=O)c1ccc2[nH]c3c(c2c1)CC(C)CC3 (centres undefined)
  -9	0.9	1.5	.	i	-1	.	-7	.	-3
> CSc1cccc(NC(=O)COc2cccc3ccccc23)c1
  -4	-0.4	.	2	i	-8	16	-21	4	3
> CCCCCC(C)n1[nH]c(=O)cc1N (centres undefined)
  -20	-0.5	0.7	-3	.	-6	11	-2	-2	-6

Assay outcomes as filed in PubChem BioAssay.
